Compound activity (PubChem BioAssay)
NCI-60 one-dose screen, 48 h, at 10 µM unless noted. Numbers give growth in % (100 = growth as untreated, 0 = no growth, -100 = all killed).
SK-OV-3 – SK-OV-3 ovarian cancer cells | hit rate 3.2% among 80,000
OVCAR-5 – OVCAR-5 ovarian cancer | hit rate 2.9% among 82,000
NCI-H226 – NCI-H226 lung cancer; hit rate 3.5% among 79,000
SN12C – SN12C renal cancer cells | hit rate 3.8% among 81,000 | AID 1794767
NCI-H23 – NCI-H23 lung cancer; hit rate 4% among 80,000; AID 1794731
OVCAR-4 – OVCAR-4 ovarian cancer cells | hit rate 3.7% among 80,000
NCI/ADR-RES – NCI/ADR-RES ovarian cells; hit rate 4.4% among 81,000; AID 1794790
IGROV1 – IGROV1 ovarian cancer | hit rate 4.7% among 79,000 | AID 1794786
OVCAR-3 – OVCAR-3 ovarian cancer | AID 1794787 | hit rate 7% among 79,000
Starred values were filed as active, the others as inactive; / = not tested or not shown; & = joins results of further samples. Rule for the calls: active = growth percent below 10; inactive = the rest. The order is random, and some 9.4% of all compounds hit somewhere here.

SMILES | SK-OV-3 | OVCAR-5 | NCI-H226 | SN12C | NCI-H23 | OVCAR-4 | NCI/ADR-RES | IGROV1 | OVCAR-3
COc1cc(NC(=O)CSc2nc3ccc(Cl)cc3c(=O)n2-c2ccccc2)cc(OC)c1OC | 101 | 96 | 91 | 94 | 102 | 86 | 91 | 92 | 97
O=C(CN1CCN(c2cc(=O)n(-c3ccccc3)c3ccccc23)CC1)N(c1ccccc1)c1ccccc1 | 127 | 104 | 73 | 93 | 98 | 85 | 92 | 109 | 100
Cc1oc2c(C)c3oc(=O)cc(C)c3cc2c1CCl | 89 | 77 | 75 | 68 | 85 | / | 84 | 94 | 62
COC(C)(C)C1CCC(C)=CC1c1cc(O)ccc1O (stereo not given) | 112 | 121 | 111 | 111 | 104 | 100 | 111 | 104 | 128
O=C1c2ccccc2C(=O)N1CCS | 104 | 97 | 109 | 115 | 103 | 126 | 109 | 96 | 124
Cc1cc(=O)oc2cc(O)c(N)cc12 | 78 | 105 | / | 122 | 101 | 92 | 109 | 116 | 107
Nc1c(C(=O)Nc2ccc(Cl)cc2)cc(-c2nc3ccccc3s2)c(=O)n1NS(=O)(=O)c1ccc(Cl)cc1 | 101 | 101 | 86 | 95 | 93 | 94 | 105 | 97 | 105
CC1C(c2ccccc2)OCCN1C(=S)NC(=O)c1ccccc1 (stereo not given) | / | 101 | / | 112 | 107 | 99 | 106 | 137 | 111
Cc1ccnc2c1NC(=O)c1cccnc1N2C1CC1 | 126 | 112 | 95 | 105 | 105 | 110 | 103 | 127 | 109
CN1CCN(C(=O)c2cc(-c3ccc4ncnc(N5CCc6cc(F)c(Cl)cc65)c4c3)cnc2N)CC1 | 11 | 9.2* | 14 | 9.1* | 8.3* | -13* | 8.7* | -33* | -43*
Cc1cc(Br)c2nsnc2c1[N+](=O)[O-] | 91 | 73 | 44 | 29 | -6.9* | 48 | 50 | 27 | 57
CCNC(=S)N(Cc1ccccc1)Cc1ccccc1 | 105 | 91 | 114 | 103 | 110 | 124 | 106 | 113 | 123
COc1ccc2c(c1)C=CC1(O2)Oc2ccc(OC)cc2C=C1C (stereo not given) | 57 | 30 | 57 | 52 | 40 | 75 | 9.2* | 24 | /
C/C(=N\N=C1/C(=O)Nc2ccccc21)c1ccc2c(c1)Nc1ccccc1S2 | 101 | 84 | 56 | 42 | 35 | 37 | 59 | 46 | 35
C=CCn1c(SCC(=O)Nc2ccc(C(=O)/C=C/c3cc(OC)c(OC)c(OC)c3)cc2)nnc1-c1cc(OC)c(OC)c(OC)c1 | 76 | 95 | 36 | 34 | 55 | 55 | 73 | 22 | -21*
CC[n+]1c(C)cc(C)c2ccccc21 | 106 | 92 | 90 | 98 | 87 | 96 | 99 | 107 | 82
CCCn1c(=O)[nH]c(N)c(C(c2ccccc2F)c2c(N)[nH]c(=O)n(CCC)c2=O)c1=O | 85 | 93 | 91 | / | 100 | 93 | 102 | 81 | 76
Cn1cc2c(c1)-c1[nH]c(=O)ncc1CC2 | 110 | 109 | 94 | 97 | 106 | 119 | 107 | / | 117
COc1cnc2c(c1)C(=O)c1c-2n(CCCN2CCN(CCO)CC2)c(=O)c2cc([N+](=O)[O-])ccc12 | 55 | 132 | 64 | 54 | -40* | 79 | 111 | 74 | 84
CCOC(=O)c1cc(C(=O)OC)n2ccc3ccccc3c12 | 105 | 90 | 94 | 96 | 97 | / | 105 | 85 | 106

Fetched by compound from the entries so far:
SMILES | SK-OV-3 | OVCAR-5 | NCI-H226 | SN12C | NCI-H23 | OVCAR-4 | NCI/ADR-RES | IGROV1 | OVCAR-3
CC[n+]1c(C)cc(C)c2ccccc21 | 106 | 92 | 90 | 98 | 87 | 96 | 99 | 107 | 82
CCCn1c(=O)[nH]c(N)c(C(c2ccccc2F)c2c(N)[nH]c(=O)n(CCC)c2=O)c1=O | 85 | 93 | 91 | / | 100 | 93 | 102 | 81 | 76
Cc1cc(=O)oc2cc(O)c(N)cc12 | 78 | 105 | / | 122 | 101 | 92 | 109 | 116 | 107

The results go on.
SMILES | SK-OV-3 | OVCAR-5 | NCI-H226 | SN12C | NCI-H23 | OVCAR-4 | NCI/ADR-RES | IGROV1 | OVCAR-3
CC1=[N+](C)C(C)(C)CC(C)O1 (stereo not given) | 117 | 97 | 95 | 103 | 98 | 110 | 106 | / | 106
NCCCNc1nc(-c2cccnc2)nc2sc3c(c12)CCCCC3 | 95 | 103 | 89 | 98 | 97 | 109 | 90 | 97 | 102
COc1ccc(C2=NN(C(=O)c3cc(OC)c(OC)c(OC)c3)C(c3c(Cl)cccc3Cl)C2)cc1OC (stereo not given) | 95 | 105 | 86 | 95 | 94 | 87 | 78 | 76 | 86
COc1c(F)ccc(C(=O)Nc2ccc3nc(NC(=O)C4CCCN(S(=O)(=O)c5ccc(C(C)(C)C)cc5)C4)sc3c2)c1F (stereo not given) | 81 | 81 | 64 | 57 | 67 | 54 | 68 | 55 | 84
Cc1ccc(C(=O)c2ccc3nc(-c4ccc(F)cc4)n(C)c3c2)cc1 | 108 | 115 | 103 | 107 | / | 109 | 102 | 113 | 111
C[N+]1(CC(=O)c2ccccc2)CCc2ccccc2C1 (stereo not given) | 95 | 109 | 102 | 92 | 96 | 122 | 100 | 96 | 107
COc1cc2c(c(OC)c1OC)CCC(c1cccc(C(=O)Nc3cccc(Br)c3)c1)O2 (stereo not given) | 78 | 81 | 70 | 56 | 77 | 55 | 80 | 82 | 75
O=C(O)/C(=C\c1cc2c(cc1[N+](=O)[O-])OCO2)c1cc2c(cc1Br)OCO2 | 106 | 107 | 96 | 94 | 103 | 94 | 99 | 114 | 108
O=C(OCCCN1CCCCC1)c1noc2cc([N+](=O)[O-])ccc12 | 99 | 107 | 100 | 111 | 100 | 117 | 98 | 105 | 100
O=C(N=Nc1c(O)[nH]c2ccc(F)cc12)c1cc2ccccc2[nH]1 | 110 | 103 | 95 | 91 | 97 | 100 | 100 | 79 | 101
O=S(=O)(Nc1ccc(C(F)(F)F)cc1)c1ccc(-c2cnc(C3CC3)o2)cc1 | / | 94 | / | 96 | 100 | 85 | 90 | 96 | 106
O=C1OC(=O)C2C1C(c1ccccc1)N1C3C(=O)OC(=O)C3C(c3ccccc3)N21 (stereo not given) | 108 | 95 | 93 | 99 | 89 | 109 | 99 | 117 | 111
O=C1c2c(c3c4cc(O)ccc4oc3c3[nH]c4ccccc4c23)C(=O)N1O | -17* | 73 | 64 | 17 | 2.6* | 22 | 41 | 0.3* | /
CCOC(=O)C1OC1(c1ccccc1)c1ccccc1 (stereo not given) | 112 | 100 | 106 | 99 | 111 | 121 | 105 | 100 | 106
COC(=O)c1cc(-c2ccncc2)[nH]c(=O)c1C#N | 120 | 104 | 105 | 102 | 104 | 103 | 106 | 112 | 113
N#Cc1c(-c2ccc(C(F)(F)F)cc2)cc(NCCn2ccnc2)n2c1nc1ccccc12 | 90 | 92 | 81 | 86 | 92 | 94 | 103 | 82 | 93
COC1=C(C)C(=O)c2c(c(CCCl)c3n2CCC3OC(C)=O)C1=O (stereo not given) | -22* | 4.9* | -15* | 3.3* | -12* | 72 | 8.9* | / | -23*
CC(=O)c1ccc2c(c1)Nc1ccccc1S2 | / | 96 | 77 | 99 | 91 | 82 | 96 | 109 | 99
COc1ccc(OC)c2c(=O)cc(C(=O)O)[nH]c12 | 105 | 98 | 99 | 111 | 100 | 109 | 110 | 95 | 101
O=C1c2ccccc2C(=O)N1CNc1ccccc1 | 102 | 99 | 93 | 104 | 98 | 100 | 99 | 105 | 103

Sorted by count of non-hydrogen atoms (high to low): some entries from above.
SMILES | SK-OV-3 | OVCAR-5 | NCI-H226 | SN12C | NCI-H23 | OVCAR-4 | NCI/ADR-RES | IGROV1 | OVCAR-3
COc1cc2c(c(OC)c1OC)CCC(c1cccc(C(=O)Nc3cccc(Br)c3)c1)O2 (stereo not given) | 78 | 81 | 70 | 56 | 77 | 55 | 80 | 82 | 75
Cc1ccc(C(=O)c2ccc3nc(-c4ccc(F)cc4)n(C)c3c2)cc1 | 108 | 115 | 103 | 107 | / | 109 | 102 | 113 | 111
NCCCNc1nc(-c2cccnc2)nc2sc3c(c12)CCCCC3 | 95 | 103 | 89 | 98 | 97 | 109 | 90 | 97 | 102

Gathered by group: the entries above with two or more sulfur atoms.
SMILES | SK-OV-3 | OVCAR-5 | NCI-H226 | SN12C | NCI-H23 | OVCAR-4 | NCI/ADR-RES | IGROV1 | OVCAR-3
Nc1c(C(=O)Nc2ccc(Cl)cc2)cc(-c2nc3ccccc3s2)c(=O)n1NS(=O)(=O)c1ccc(Cl)cc1 | 101 | 101 | 86 | 95 | 93 | 94 | 105 | 97 | 105
COc1c(F)ccc(C(=O)Nc2ccc3nc(NC(=O)C4CCCN(S(=O)(=O)c5ccc(C(C)(C)C)cc5)C4)sc3c2)c1F (stereo not given) | 81 | 81 | 64 | 57 | 67 | 54 | 68 | 55 | 84

Continuation:
SMILES | SK-OV-3 | OVCAR-5 | NCI-H226 | SN12C | NCI-H23 | OVCAR-4 | NCI/ADR-RES | IGROV1 | OVCAR-3
Clc1ccc(C2=NCCN2)cc1 | 98 | 106 | 101 | 90 | 125 | 127 | 105 | 112 | 123
COc1nccc2c(N(C)C(=O)Nc3ccc(N(C)C)cc3)nc(N)nc12 | 110 | 96 | 114 | 86 | 102 | 104 | 82 | 59 | 110
CCOC(=O)c1ccc[n+]([O-])c1 | 102 | 118 | 106 | 101 | 106 | / | 115 | 109 | 109
COc1ccc2c(c1C)CCC(C)(C#N)C2=O (stereo not given) | 109 | 107 | 102 | 103 | 111 | / | 105 | 123 | 123
COc1ccc(OC)c(-c2cc(-c3cc(OC)c(OC)c(OC)c3)nc(N)c2C#N)c1 | 106 | 99 | 93 | 95 | 101 | 102 | 102 | 96 | /
CC(C)c1cc(C(=O)Nc2ccc(-c3nccs3)cc2)no1 | 105 | 104 | 85 | 109 | 96 | 118 | 102 | 113 | 111
C=C1C(=O)O[C@H]2[C@H]1CC/C(Cn1cc(CNC(=O)/C=C/c3c[nH]c4ccccc34)nn1)=C\CC[C@@]1(C)O[C@@H]21 | 103 | 114 | 93 | 88 | 100 | 100 | 108 | 86 | 30
Cc1c(C(=O)Nc2nc3ccccc3s2)cnn1-c1c(F)cccc1F | 102 | 103 | 87 | 95 | 102 | / | 104 | 94 | 103
COc1cc(C)cc2oc3oc(=O)c(-c4csc(-c5ccccc5)n4)cc3c(=O)c12 | 107 | 123 | 95 | 101 | 95 | 102 | 98 | 94 | 107
Nc1nnc(-c2ccccn2)c(-c2c[nH]c3ccc(Br)cc23)n1 | 100 | 106 | 71 | / | 93 | 93 | 98 | 94 | 95
COC(=O)c1c(C(=O)OC)c2ccc3c4ccccc4ccc3n2c1C(=O)CBr | 107 | 103 | 105 | 96 | 93 | 73 | 79 | 101 | 96
CCOc1ncnc2c1ncn2[C@H]1CC2C(CO)C1C[C@@H]2Cl (stereo not given in full) | 128 | 92 | 95 | 108 | 88 | 108 | 91 | 95 | 111
Cc1cc(C)c2c(c1)CC(C)(C)CC2=O | 106&100 | 98&117 | 109&114 | 109&105 | 97&101 | 107&102 | 101&105 | 126&107 | 95&101
COc1c2occc2c(OC)c2c(=O)c(C3=NNC(c4ccc(F)cc4)C3)c(C)oc12 (stereo not given) | 87 | 92 | 90 | 95 | 91 | 86 | 102 | 100 | 113
Cc1cc(C)cc(NC(=O)Cn2c(-c3nonc3N)nc3ccccc32)c1 | 114 | 103 | 104 | 106 | 106 | 115 | 107 | 109 | 116
CC12CCC(C(=O)N(c3nccs3)C1=O)C2(C)C (stereo not given) | 99&114 | 100&108 | 100&96 | 103&98 | 109&105 | 120&101 | 106&110 | 104&114 | 104&126
COc1ccc2c(C)cc(=O)sc2c1 | 116 | 91 | 99 | 97 | 104 | 87 | 112 | 111 | 111
O=C(Nc1nc(-c2ccccc2)cs1)c1cc(-c2ccc(Br)cc2)nc2ccc(Cl)cc12 | 104 | 104 | 76 | 92 | 76 | 90 | 87 | 62 | 87
CCOC(=O)N1C/C(=C/c2ccc(Cl)cc2)C(=O)/C(=C/c2ccc(Cl)cc2)C1 | 84 | 120 | 39 | 72 | 72 | 60 | 71 | 44 | 27
COc1cc(-c2nc3ccc(C)cc3[nH]2)ccc1OCC(=O)N=Nc1c(O)[nH]c2ccccc12 | -3.6* | -32* | 112 | -62* | -18* | -82* | 88 | -27* | -94*
COc1ccc(Cc2nnc(SCC(=O)c3ccc(C)cc3)n2-c2ccccc2)cc1 | 99 | 118 | 97 | 107 | 94 | 81 | 88 | 105 | 96
Cc1cccnc1NC(=O)C(C)c1ccc(Nc2ccnc(C(F)(F)F)c2)cc1 (stereo not given) | 104 | 100 | / | 111 | 92 | 97 | 101 | 97 | 108
CCOC(=O)Cn1c(C)c(/C=N/NC(=O)c2cc3c(ccc4ccccc43)o2)c2ccccc21 | 6.1* | 40 | 19 | 34 | 28 | 51 | 8.7* | 26 | 0.7*
CC(=O)OCC(COC(C)=O)(COC(C)=O)COC(C)=O | 100 | 102 | 93 | 108 | 102 | 112 | 106 | 104 | 103
CCCCc1oc2ccc([N+](=O)[O-])cc2c1C(=O)c1ccc(C#CC2CCCCC2)cc1 | 98 | 102 | 100 | 93 | 91 | 95 | 94 | 108 | 107
OCC1OC(n2cnc3c(=S)nc[nH]c32)CC1O (stereo not given) | 105 | 91 | 93 | 98 | 86 | 94 | 94 | 100 | 110
COc1ccc(C2CC(c3ccc(N)cc3)=NN2C(=O)c2cc(-c3ccccc3)nc3ccccc23)cc1OC (stereo not given) | 103 | 88 | 94 | 92 | 101 | 95 | 95 | 84 | 93
